M. tuberculosis GlmU: inhibition of mycobacterial GlmU enzyme – biochemical, glucosamine-1-phosphate acetyltransferase (AID 1376). M. tuberculosis GlmU acetyltransferase enzyme assay; higher % means a stronger effect. one-dose inhibition, %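 (tested at 30 µM in the primary screen)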; IC50 in µM for titrated hits. 220,000 compounds, 0.25% hits; in the data active = inhibition above about 13%;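 also: 0% = complete reaction with vehicle and 100% = reaction without substrate; strong numbers were not always called active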
RmlCD inh 1536: inhibitors of Mycobacterium tuberculosis RmlC and RmlD coupled enzymes; 160,000 compounds, 0.03% hits; RmlC+RmlD coupled enzyme assay, percent inhibition; primary screen in compound mixtures; inhibition, % at 3.6 µM; P9WH09+P9WH11; in the data active = inhibition mostly above about 34%, no sharp cut-off; also: some results filed as inactive read as strong as hits
Target sequence (P9WH09 whole entry, looked up): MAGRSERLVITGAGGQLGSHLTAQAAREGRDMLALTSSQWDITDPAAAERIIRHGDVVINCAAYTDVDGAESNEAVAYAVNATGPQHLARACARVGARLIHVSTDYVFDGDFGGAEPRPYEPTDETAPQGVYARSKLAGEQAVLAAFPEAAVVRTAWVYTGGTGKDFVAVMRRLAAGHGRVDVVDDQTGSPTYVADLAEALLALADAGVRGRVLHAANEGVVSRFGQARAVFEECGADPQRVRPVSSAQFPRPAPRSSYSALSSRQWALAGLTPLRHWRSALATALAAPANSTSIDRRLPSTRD
Target sequence (P9WH11 whole entry, looked up): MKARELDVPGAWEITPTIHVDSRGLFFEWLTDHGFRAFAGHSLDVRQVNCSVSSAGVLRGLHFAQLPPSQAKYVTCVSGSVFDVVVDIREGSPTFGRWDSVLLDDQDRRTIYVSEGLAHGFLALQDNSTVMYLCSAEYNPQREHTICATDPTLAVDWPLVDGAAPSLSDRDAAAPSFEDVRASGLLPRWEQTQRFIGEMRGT
* marks the source's active call; other numbers are inactive results; . = no result given.

Below each SMILES: RmlCD inh 1536, M. tuberculosis GlmU
- CCOC(=O)N1CCN(C(=S)Nc2cccc(C)c2)CC1
  3, 5.7%
- O=C(NCc1ccc(Cl)cc1Cl)c1ccccn1
  8, -1.4%
- CC(=O)Nc1csc2ccccc12
  ., -1.8%
- COc1ccc(-c2c(C)n([O-])c(C)c(-c3ccccc3)[n+]2=O)cc1OC
  -3, -1.1%
- O=C(CN1CCN(Cc2ccc(Cl)cc2)C1=O)NCc1cccs1
  5, 0.3%
- COc1cc2cc(C(c3nnnn3C3CCCCC3)N(C)C3CCCCC3)c(=O)[nH]c2cc1OC (configuration not stated)
  14, 0.8%
- CN1CCc2cccc3c2[C@@H]1Cc1ccc(O)c(O)c1-3
  ., -0.2%
- CSc1nnc2n(C)c3c(c(=O)n12)C1(CCCC1)Cc1ccccc1-3
  -12, 5.3%
- Cc1nc2ccccc2c2c1C(=O)NC2=O
  48, 2.9%
- NCCCNC(=O)c1ccc(/C=N/O)nc1
  ., 1.4%
- CCOc1ccc(Cc2c(Cl)nc(SC)nc2OC)cc1
  94, 5.9%
- CN(C(=O)C1CCOC1)c1nnc(-c2cnccn2)s1 (configuration not stated)
  -3, 2.7%
- Cc1cc(C)n(-c2ccc(Cl)c(C(=O)OCC(N)=O)n2)n1
  ., -2.6%
- Cn1c(SCC(=O)c2ccc3c(c2)Cc2ccccc2-3)nnc1-c1cccc(N)c1
  9, 9.7%
- Cc1cccc(N2CCN(CC(O)COc3ccc(Cl)cc3)CC2)c1 (configuration not stated)
  5, 1.4%
- COc1ccc(C(=O)N2CCC(C(=O)Nc3ccc4c(c3)OCO4)CC2)cc1
  3, 8.3%
- Cc1cc(/C=C2\SC(=S)NC2=O)c(C)n1C
  15, 5.9%
- NC(=O)C1CCN(C(=O)c2cccc(S(=O)(=O)N3CCc4ccccc4C3)c2)CC1
  -2, -4.3%
- Cc1cc(-c2ccccc2)n(-c2ccc(C(=O)N3CCN(c4ncccn4)CC3)cc2)n1
  ., -3.1%
- COc1ccc(CCN(C)C(=O)CSc2nc3ncc(Cl)cc3[nH]2)cc1OC
  3, 4.6%
- COC(=O)c1c(NC(=O)CN2C(=O)C(=O)N(CC(C)C)C2=O)sc2c1CCCCC2
  -5, 0.1%
- CN(Cc1ccccc1)CC(O)COc1ccc(CNCCCOc2cccnc2)cc1 (configuration not stated)
  27, -11%
- CC1CCCC(NS(=O)(=O)c2ccc3c(c2)OCCO3)C1C (configuration not stated)
  ., -7.2%
- COCc1[nH]nc2c1C(c1cc(OC)c(O)c(OC)c1)C(C#N)=C(N)O2 (configuration not stated)
  -7, 0.0%
- CCN1CCN(C(=O)COc2cc(=O)n(CC)c3ccccc23)CC1
  15, -1.9%
- OCC(O)CN1CCCC1 (configuration not stated)
  -4, 0.7%
- COc1ccc(NC(=O)C2C3CCC(C3)C2C(=O)O)cc1OC (configuration not stated)
  ., 4.6%
- Cc1ccc2c(n1)sc1c(-c3ccccc3)c(C#N)c(N)nc12
  ., -3.8%
- COc1ccc(NC(=O)c2ccccc2NC(=O)C2CCCO2)cc1 (configuration not stated)
  ., 3.2%
- O=C(Cc1cccs1)N1CCN(S(=O)(=O)c2ccccc2)CC1
  -15, 9.3%
- Cc1cc(NC(=O)COC(=O)C2CCN(C(=O)c3ccc(Cl)cc3)CC2)no1
  3, 1.9%
- CC(C)OC(=O)CSc1nnc(CNc2ccc(Cl)cc2)n1Cc1ccccc1
  ., 6.2%
- CCOC(=O)NN1C(=O)c2ccccc2NC1c1ccccc1 (configuration not stated)
  -12, 0.6%
- CCOC(=O)C1(CC2CCCCO2)CCN(C(=O)Nc2ccc3c(c2)OCO3)CC1 (configuration not stated)
  4, -2.0%
- Cc1ccc(NC(=O)COc2ccc(Br)cc2CO)cc1
  0, 0.5%
- COC(=O)c1cccc(COC(=O)c2ccc(CS(=O)(=O)c3ccc(C)cc3)cc2)c1
  ., -2.6%
- C/C(=N\NC(N)=S)c1ccc(-n2ccnc2)cc1
  ., 1.2%
- CC1=NNC(=O)C1CC(=O)N/N=C/C(Br)=C/c1ccccc1 (configuration not stated)
  -15, -0.3%
- O=C(CC1Oc2ccccc2NC1=O)NCCCN1CCOCC1 (configuration not stated)
  4, 1.9%
- CCn1c(SCC(=O)NC(=O)NCc2ccco2)nnc1-c1cccs1
  4, 0.5%
- COc1cc2c(cc1NC(=O)C(C)OC(=O)C1CC(=O)N(Cc3ccco3)C1)oc1ccccc12 (configuration not stated)
  21, 1.8%
- N#C/C(=C\c1c(N2CCC(C(N)=O)CC2)nc2ccccn2c1=O)S(=O)(=O)c1ccccc1
  ., -0.4%
- CCSc1ncc(/C=N/Nc2ccc(Cl)cc2)n1C
  -7, 4.9%
- CC(C)(C)OC(=O)NC1CONC1=O (configuration not stated)
  7, 7.3%
- CCOC(=O)c1ccccc1NC(=O)CSc1nnc(Cc2cccn2C)n1-c1ccc(F)cc1
  -10, 3.5%
- CC(C)N1C(=O)CSC1c1ccc(Br)cc1 (configuration not stated)
  -6, 4.2%
- CCCCn1c(SCC(=O)Nc2cc(C(F)(F)F)ccc2Cl)nnc1C(CC)N(C)C (configuration not stated)
  5, -0.7%
- O=C(N/N=C/c1ccc(-c2ccccc2Cl)o1)c1ccccc1
  -6, 3.8%
- c1ccc(C2c3[nH]c4ccccc4c3CCN2Cc2cccn2-c2ccccn2)nc1 (configuration not stated)
  8, -3.0%
- N#CC1CCCc2c1[nH]c1ccc([N+](=O)[O-])cc21 (configuration not stated)
  ., -1.0%
- COc1cccc(Cn2cc(N)cn2)c1
  -9, 0.4%
- OCC1(Cc2ccccc2)CCCN(Cc2c[nH]c3ccccc23)C1 (configuration not stated)
  7, -2.4%
- c1ccc(-c2ccccc2OCc2nnc3n2CCC3)cc1
  -14, -5.8%
- O=C(Nc1ccc2nc(-c3cccs3)[nH]c2c1)c1cccs1
  -7, 3.7%
- CC1=[N+]([O-])C(C)(C)CC(C)(C)c2ccccc21
  ., 0.4%
- Cc1cccc(N(C(=O)Cn2nnc3ccccc32)C(C(=O)NC(C)(C)C)c2ccsc2)c1 (configuration not stated)
  14, 2.1%
- Oc1oc(-c2ccccc2)nc1C=Nc1ccccc1
  9, 4.5%
- Cc1ccc(NCCC(=O)c2ccc(Cl)cc2)cc1C
  7, 7.4%
- CCC(=O)Nc1ccc(NC(=O)c2ccccn2)cn1
  ., 1.3%
- CCOC(=O)C1=C(N)OC2=C(C(=O)CC(C)(C)C2)C1c1cccs1 (configuration not stated)
  ., 0.0%

Overlap with the part before: 4 entries, followed by the next part.
Below each SMILES: RmlCD inh 1536, M. tuberculosis GlmU
- Oc1oc(-c2ccccc2)nc1C=Nc1ccccc1
  9, 4.5%
- Cc1ccc(NCCC(=O)c2ccc(Cl)cc2)cc1C
  7, 7.4%
- CCC(=O)Nc1ccc(NC(=O)c2ccccn2)cn1
  ., 1.3%
- CCOC(=O)C1=C(N)OC2=C(C(=O)CC(C)(C)C2)C1c1cccs1 (configuration not stated)
  ., 0.0%
- O=C(c1ccco1)N1CCC(c2nc(-c3ccccc3Cl)no2)CC1
  ., -1.2%
- CCCC(=O)Nc1ccc(N2CCOCC2)cc1
  -8, 0.0%
- Cc1c([N+](=O)[O-])cc(C(=O)Nc2ccc(Cc3ccncc3)cc2)cc1[N+](=O)[O-]
  2, -1.6%
- O=C(CN1C(=O)CSC1=O)NC1CCCCC1
  36, 0.6%
- Cc1ccc(Oc2ccc(-c3nc(N)nc(N)n3)cc2)cc1
  4, -1.6%
- COc1ccc2c3c([nH]c2c1)C1CC2C(CC(O)C(OC)C2C(=O)O)CN1CC3 (configuration not stated)
  50, 0.1%
- Cn1cncc1C(=O)c1ccccc1
  21, 5.7%
- COCCCn1c(C)nc2c(c1=O)c1nc3ccccc3nc1n2CCc1ccccc1
  ., -0.6%
- Cc1ccc2nc(NCCCO)nc(-c3ccccc3)c2c1
  1, 4.7%
- CCOC(=O)c1c(C)c(C(=O)NCc2cccnc2)c(C)n1CC
  -1, 1.1%
- CCC(C)NC(=O)C1CCC(=O)N1Cc1ccc(C)cc1 (configuration not stated)
  7, -0.9%
- CC1=C(C(=O)OCc2ccccc2)C(c2ccc(C(F)(F)F)cc2)NC(=O)N1CCCCCC(=O)O (configuration not stated)
  ., 0.2%
- O=C1NC(=O)N(Cc2ccco2)C(=O)/C1=C/c1ccc(-c2cccc([N+](=O)[O-])c2)o1
  13, 3.1%
- O=c1oc2c(CN3CCOCC3)c(O)c(Cl)cc2c2c1CCCC2
  2, 0.7%
- O=[N+]([O-])c1cccc(CN2CCN(Cc3ccc(Cl)cc3)CC2)c1
  -6, -1.1%
- CCOC(=O)C1=C2c3ccc4ccccc4c3CC(C)(C)N2C(=O)C1=O
  4, 8.9%
- COc1cc(Cl)c(C)cc1NC(=O)Cc1ccc(OC)c(OC)c1
  13, -5.2%
- COc1ccccc1C/C(N)=N/OC(=O)COc1cccc(C)c1C
  -5, 1.0%
- CCOC(=O)c1nn(-c2ccccc2)c(C#N)c1N
  -7, -3.2%
- Cc1c(NS(=O)(=O)c2cccc(C(=O)NCc3ccccc3)c2)c(=O)n(-c2ccccc2)n1C
  5, .
- CC(=O)Oc1ccc(C(=O)Nc2ccccc2C(=O)N2CCCCC2)cc1
  2, 1.0%
- CCCCNC(=O)C1CCN(c2nc(OC)nc(OC)n2)CC1
  -13, -5.3%
- COc1ccccc1NC(=O)C1=C(C)NC(SCC(=O)c2ccc(C)cc2)=C(C#N)C1c1ccco1 (configuration not stated)
  8, .
- CN1CCN(c2ccc([N+](=O)[O-])cc2/C=N/NC(=O)c2cccc([N+](=O)[O-])c2)CC1
  -13, -1.0%
- COc1ccccc1Nc1nc(N)nc(CN2CCCCC2)n1
  11, -0.1%
- O=C(O)c1cc(Cl)c(Cl)cc1C(=O)N1CCOCC1
  ., -0.4%
- COc1ccc(CCNC(=O)COc2ccc(-c3ccc(C#N)cc3)cc2)cc1
  -1, 0.3%
- Cc1nc(C(=O)N(C)C)nn1-c1cc(Cl)ccc1Cl
  8, 4.0%
- COc1ccccc1N1CCN(CC(=O)Nc2cccc(F)c2)CC1
  20, -7.9%
- CC(C)NC(=O)c1cc2cc(Br)ccc2oc1=O
  -10, 4.8%

Rewritten in CSV form: 2 of the compounds above.
SMILES,RmlCD inh 1536,M. tuberculosis GlmU
Cc1c(NS(=O)(=O)c2cccc(C(=O)NCc3ccccc3)c2)c(=O)n(-c2ccccc2)n1C,5,.
CC(=O)Oc1ccc(C(=O)Nc2ccccc2C(=O)N2CCCCC2)cc1,2,1.0%

Next part:
Below each SMILES: RmlCD inh 1536, M. tuberculosis GlmU
- O=C(CSc1nnc(Cn2nnc(-c3ccccc3)n2)n1-c1ccccc1)Nc1ccc(F)cc1
  -5, 9.2%
- Nc1ccc(N2CCN(c3ccc(F)cc3)CC2)cc1
  ., -7.5%
- CCCC(=O)Nc1sc2c(c1C(=O)OC)C(C(=O)OC)CC2 (configuration not stated)
  ., 1.0%
- COc1ccc2o/c(=N/NC(=S)Nc3ccccc3)c(C(N)=O)cc2c1
  28, 1.2%
- O=C(Nc1ccc(F)cc1)/C(=C1/CCCCCN1)[N+](=O)[O-]
  -6, -3.6%
- Cc1nc(Nc2cccc(C(F)(F)F)c2)nc2c1C(=O)CC(C)C2 (configuration not stated)
  -4, 2.2%
- CCC(=NCC1CCCO1)c1c(O)n(Cc2ccccc2)c(=O)[nH]c1=O (configuration not stated)
  17, .
- Nc1ccc(C(=O)Nc2ccc(Nc3ccncc3)cc2)cc1
  ., -6.7%
- COCCCNC(=O)Nc1ccc(Br)cc1Cl
  -4, -5.8%
- COc1ccc(C2=NN(Cc3ccccc3)C3C(=O)NC(=O)C23)cc1 (configuration not stated)
  1, -1.6%
- CN1CCN(NC(=S)NC2CCCC2)CC1
  9, -1.6%
- CCCC(C)c1nnc(NC(=O)c2cc(C(=O)OC)cc([N+](=O)[O-])c2)s1 (configuration not stated)
  4, 4.3%
- NC(=O)N/N=C/c1sc(=O)n(-c2ccccc2)c1Cl
  -10, -0.7%
- COc1ccc(-n2c(Cc3cccn3C)nnc2SCC(=O)Nc2ccccc2)cc1
  8, -10%
- CC(=O)c1ccc(NC(=O)C(C)Sc2nnnn2C)cc1 (configuration not stated)
  1, -3.4%
- CC(C)OCCCNC(=O)C1CCN(S(=O)(=O)N2CCCCC2)CC1
  ., 0.1%
- O=C(COC(=O)c1c2c(nc3ccccc13)/C(=C\c1cccs1)CCC2)Nc1ccccc1
  -5, -4.1%
- C=CCC1c2cccc(C(=O)O)c2C(=O)N1c1ccc(Cl)cc1 (configuration not stated)
  -9, 2.9%
- Cc1ccc(NC(=O)CN2CCN(c3ccccn3)CC2)c(Cl)c1
  ., 1.4%
- COc1ccc(OC)c(-n2c(O)cnc2Nc2nc(C)cc(C)n2)c1
  ., 3.7%
- COc1cc(/C=C(\C#N)c2ccccn2)cc(OC)c1O
  -7, 1.1%
- CCC(=NCc1ccccc1)c1c(C(F)(F)F)[nH]n(-c2nc3ccccc3s2)c1=O
  8, 3.1%
- Cc1nc(SCC(=O)Nc2ccc3c(c2)OCCO3)c2oc3ccccc3c2n1
  -7, 5.2%

Record cards, from the list above. Order of screens: RmlCD inh 1536	M. tuberculosis GlmU
Results for CCCC(C)c1nnc(NC(=O)c2cc(C(=O)OC)cc([N+](=O)[O-])c2)s1 (configuration not stated) = 4	4.3%
Results for COc1ccc(C2=NN(Cc3ccccc3)C3C(=O)NC(=O)C23)cc1 (configuration not stated) = 1	-1.6%

Grouped by structure, the entries above with two or more sulfur atoms.
Below each SMILES: RmlCD inh 1536, M. tuberculosis GlmU
- Cc1cc(/C=C2\SC(=S)NC2=O)c(C)n1C
  15, 5.9%
- O=C(Cc1cccs1)N1CCN(S(=O)(=O)c2ccccc2)CC1
  -15, 9.3%
- CCn1c(SCC(=O)NC(=O)NCc2ccco2)nnc1-c1cccs1
  4, 0.5%
- O=C(Nc1ccc2nc(-c3cccs3)[nH]c2c1)c1cccs1
  -7, 3.7%

Not all compounds are listed; count on the stated rates, not on these rows.
